# Source: PubChem (several laboratories)
# SR-BI DiI-HDL act – activators of SR-BI mediated DiI-HDL uptake, primary screen, ldlA[mSR-BI] CHO cells, DiI fluorescence; AID 504775, 2011; activation, % at 12.5 µM; 320,000 compounds, 0.096% hits; 3 h; 100 = double the neutral-control signal;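 active = mean replicate activation of at least 60% and every replicate at or above 60%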;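 note: 0% = median plate neutral-control signal and 100% = twice that signal; values of inactives mirror those of a sister screen read the other way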
#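 Test system: SR-BI-overexpressing, LDLR-lacking CHO cells. Measured by: DiI fluorescence, bottom read. Medium: Ham's F12 with 0.5% BSA, HEPES 25 mM, pH 7.4. Timing: 3 h uptake period with compound, 37 °C.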
# DAGLB inhibitor – DAGLB lipase inhibitors, primary screen, biochemical, fluorescence, HTS; 340,000 compounds, 0.059% hits; inhibition, % at 5.17 µM; Diacylglycerol lipase-beta (Homo sapiens), Q8NCG7; AID 504411, 2011; HEK293T DAGLB membrane lysate, EnzChek fluorogenic substrate; in the data active = inhibition above about 34%;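 note: 0% = enzyme with vehicle and 100% = wells lacking enzyme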
# RTF Ca sens act – cardiac RTF calcium sensitivity activators, primary screen, biochemical, IANBD-TnC fluorescence, EC20 calcium; Troponin I, cardiac muscle (Homo sapiens) + Troponin T, cardiac muscle (Homo sapiens) + …; 340,000 compounds, 0.24% hits; IANBD-labeled TnC RTF fluorescence at EC20 calcium; 0% EC20 calcium, 100% full calcium; AID 493008, 2010; activation, % at 7.2 µM;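 active = activation above the mean over all tested compounds plus 3 SD, cut at about 30% in these data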;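 note: rise in fluorescence read as greater calcium sensitivity of cardiac thin filaments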
# C-LANA FP – inhibitors of KSHV C-LANA binding to DNA, primary screen, biochemical, fluorescence polarization, FAM-LBS DNA, MBP-C-LANA, single point. Kaposi's sarcoma herpesvirus LANA C-terminal domain (residues 932-1162) DNA binding. inhibition, % at 9 µM. 340,000 compounds, 0.078% hits;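 active = highest replicate inhibition at or above 60% at 9 µM, even if other replicates fall short; inactive = all replicates below 60% inhibition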;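 note: 0% = neutral control wells and 100% = 4 µM acridine orange control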
# Rtt109 Vps75 – inhibitors of C. albicans Rtt109/Vps75 HAT, primary screen, biochemical, ThioGlo CoA-SH fluorescence, plate reader; inhibition, % at 34.9 µM; Histone acetyltransferase RTT109 (Candida albicans (strain SC5314 / ATCC MYA-2876)), …; 330,000 compounds, 0.16% hits; purified Rtt109/Vps75, 4 h; AID 540336, 2011;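 active = inhibition of at least 50% in every replicate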
# Target sequence (Q5AAJ8 whole entry, looked up): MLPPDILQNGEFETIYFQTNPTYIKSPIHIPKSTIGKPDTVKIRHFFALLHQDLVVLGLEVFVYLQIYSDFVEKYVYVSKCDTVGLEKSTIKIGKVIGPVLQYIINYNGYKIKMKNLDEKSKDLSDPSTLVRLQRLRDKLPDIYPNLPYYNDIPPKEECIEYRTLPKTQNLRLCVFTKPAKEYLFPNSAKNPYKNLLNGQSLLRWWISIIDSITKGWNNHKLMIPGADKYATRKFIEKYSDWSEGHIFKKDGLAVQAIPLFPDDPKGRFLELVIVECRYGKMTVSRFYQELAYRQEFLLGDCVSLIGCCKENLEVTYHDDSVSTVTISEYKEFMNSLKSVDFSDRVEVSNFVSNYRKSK
# Keap1 Nrf2 FP – Keap1-Nrf2 protein-protein interaction inhibitors, primary screen, biochemical, fluorescence polarization, single point | Kelch-like ECH-associated protein 1 (Homo sapiens), Q14145 | Keap1 Kelch-Nrf2 peptide fluorescence polarization, 1536-well | inhibition, % at 9.4 µM | 340,000 compounds, 0.15% hits; in the data active = inhibition above about 12%;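 note: human Keap1 Kelch domain with fluorescein labeled Nrf2 9mer peptide probe; 0% = neutral control wells and 100% = peptide positive control; higher means more block of Keap1 binding to Nrf2 peptide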
# CAL PDZ FP-1 – untagged CAL PDZ binding inhibitors, primary screen, biochemical, fluorescence polarization, HTS; Golgi-associated PDZ and coiled-coil motif-containing protein (Homo sapiens), Q9HD26; 300,000 compounds, 0.92% hits; purified CAL PDZ, TMR-peptide fluorescence polarization, 1 h; inhibition, % at 24.9 µM; AID 602252, 2012;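 active = mean inhibition of at least 30% with at least half of replicates also reaching 30%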;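 note: 0% = DMSO neutral control and 100% = excess unlabeled competitor peptide PRC23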
# PKA-R2B activ – activators of PKA-R2B holoenzyme, primary screen, biochemical, fluorescence polarization, Cy5-IP20, human. activation, % at 11.4 µM. cAMP-dependent protein kinase catalytic subunit beta (Homo sapiens) + cAMP-dependent …. PKA-R2B holoenzyme dissociation; R2B truncated from residue 108, S112A mutant; 0% DMSO only, 100% 113 µM cGMP. 340,000 compounds, 0.079% hits;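 active = activation above a cutoff set at the mean over all compounds plus 3 SD, cut at about 18% in these data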;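 note: higher means more holoenzyme dissociation and a rise in polarization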
# Target sequence (P31323 whole entry, looked up, other chains not shown, the tested form may be a part): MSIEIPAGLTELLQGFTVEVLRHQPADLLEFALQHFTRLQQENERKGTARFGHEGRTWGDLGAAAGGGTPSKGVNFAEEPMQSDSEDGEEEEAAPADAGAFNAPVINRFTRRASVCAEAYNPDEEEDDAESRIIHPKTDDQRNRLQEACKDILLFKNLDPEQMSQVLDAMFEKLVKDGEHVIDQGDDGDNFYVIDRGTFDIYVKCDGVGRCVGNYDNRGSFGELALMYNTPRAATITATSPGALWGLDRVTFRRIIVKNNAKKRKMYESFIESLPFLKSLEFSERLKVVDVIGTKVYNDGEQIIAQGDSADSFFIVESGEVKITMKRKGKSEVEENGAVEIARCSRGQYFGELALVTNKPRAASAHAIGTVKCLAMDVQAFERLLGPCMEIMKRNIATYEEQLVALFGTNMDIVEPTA
# CAL PDZ FP-2 – CAL PDZ peptide-binding inhibitors, primary screen, biochemical, fluorescence polarization, Cer-tagged CAL PDZ, HTS; purified CAL PDZ, TMR-peptide fluorescence polarization, 1 h; inhibition, % at 20 µM; AID 504414, 2011; 330,000 compounds, 0.02% hits; Golgi-associated PDZ and coiled-coil motif-containing protein (Homo sapiens), Q9HD26;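 active = highest replicate inhibition of at least 40%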;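 note: plate controls were DMSO neutral control wells for no effect and unlabeled competitor peptide control wells for full effect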
#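 Test system: purified CerCALP PDZ construct; Compound dosing: one concentration, 20 µM compound; Also added: TMR-labelled reporter peptide T*-PRC34 bound in PDZ groove; Read-out: inhibition from polarization loss; Controls: unlabelled peptide and DMSO controls; Signal: FP readout, S and P plane fluorescence; Incubation: 1 h at RT.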
# Cardiac RTF inh – cardiac RTF calcium sensitivity inhibitors, primary screen, biochemical, IANBD-TnC fluorescence, EC70 calcium | Troponin I, cardiac muscle (Homo sapiens) + Troponin T, cardiac muscle (Homo sapiens) + … | IANBD-labeled cardiac RTF, Ca2+ fluorescence | inhibition, % at 7.15 µM | 340,000 compounds, 0.12% hits | AID 493244, 2011;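 active = inhibition above the mean inhibition of all tested compounds plus 3 SD, cut at about 17% in these data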;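 note: assay run at fixed EC70 calcium of 1.6 mM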
# Numbers without * were called inactive; nt = no result given.
SMILES,SR-BI DiI-HDL act,DAGLB inhibitor,RTF Ca sens act,C-LANA FP,Rtt109 Vps75,Keap1 Nrf2 FP,CAL PDZ FP-1,PKA-R2B activ,CAL PDZ FP-2,Cardiac RTF inh
C#CCOCCOCCOCCNc1nc(N2CCN(C(=O)[C@H](CCCCN)n3cc(CN)nn3)CC2)nc(N2CCN(C(=O)[C@H](CCCCN)n3cc([C@@H](N)[C@H](C)CC)nn3)CC2)n1,14,2,9,-22,6,-13,0,-4,-5.9,-5
CNC(=O)c1ccc(-c2ccc(Cl)c(Cl)c2)s1,-8,-6,-2,0.3,5,4,-2,-8,-3.1,9
CC(=O)c1c(OC(=O)c2ccco2)c2ccccc2n1C,10,-1,1,3.4,0,-5,-5,3,-1.6,-29
CC(=O)n1cc([C@@H]2C=C(C(=O)N3CCN(Cc4ccc5c(c4)OCO5)CC3)O[C@H](OCc3ccc(CO)cc3)C2)c2ccccc21,-7,-2,1,3.3,4,0,2,-3,-0.9,7
Cc1ccc(S(=O)(=O)N2CCCC(C(=O)Nc3cccnc3)C2)cc1 (centres undefined),15,1,-1,-0.1,nt,-1,-1,-6,-1.2,-13
CC(Sc1nnc(-c2ccccc2Br)n1-c1cccc(C(F)(F)F)c1)C(N)=O (centres undefined),-8,0,-1,-1.9,-89,-5,4,-1,-0.3,-11
Clc1ccc(Cn2c(-c3cccnc3Cl)nc3ccccc32)c(Cl)c1,-2,-1,-3,-1.4,-3,1,nt,2,-2.0,-3
O=C1/C(=C2/NCCN2C2CC(=O)N(c3ccccc3)C2=O)CC/C1=C\c1ccccc1 (centres undefined),15,0,-4,0.1,1,-3,-1,3,-3.0,-1
COc1cc(NC(=O)CN2CCN(c3ccccc3F)CC2)c(C)cc1[N+](=O)[O-],11,0,8,10,7,3,-6,13,-0.6,4
Cc1ccc(OCC(=O)c2cc(C)n(C3CC3)c2C)c([N+](=O)[O-])n1,7,-2,0,1.3,2,-9,0,1,-1.5,4
O=C1c2ccccc2S(=O)(=O)N1CC(O)Cn1ccc2ccccc21 (centres undefined),1,-5,3,7.8,1,0,-8,-2,nt,-11
COCCn1c(SCC(=O)Nc2cc(C)on2)nnc1-c1ccccc1,6,-3,-1,-0.1,12,4,-6,7,-1.8,2
CCCn1c(=N)c(C(=O)NCc2ccc3c(c2)OCO3)cc2c(=O)n3cccc(C)c3nc21,23,2,-4,-1.0,4,2,nt,-2,-0.6,-7
CCc1ccc(NC2=NC(C(=O)c3ccccc3)CC(=O)N2)cc1 (centres undefined),-4,1,3,0.8,0,-1,-11,-2,-0.2,-7
COc1ccccc1OCc1ccc(C(=O)NCCN(C)C)o1,-10,0,-1,-1.5,-12,-3,-1,-6,-1.2,-9
CS(=O)(=O)N(CC(=O)Nc1ccc2c(c1)OCO2)c1ccc(Cl)cc1,13,1,-2,-0.5,6,-4,-3,0,-3.0,-5
CCCCNCc1cc(OCC)c(OCC)cc1Br,-55,nt,nt,-2.3,12,2,5,nt,0.1,nt
CC(C)C(C(=O)N1CCOCC1)N1C(=O)c2ccccc2C1=O (centres undefined),6,0,-2,3.7,-8,0,-3,-7,0.0,1
CC(=O)OC1(C(C)=O)CCC2C3CC(Cl)C4=CC(=O)CCC4(C)C3CCC21C (centres undefined),-5,-5,0,nt,-2,-8,-2,7,-1.1,6
CN(c1ccccc1C(=O)Nc1cccc(Cl)c1Cl)S(C)(=O)=O,-4,-1,-1,0.5,-7,-1,-5,4,-0.5,2
COc1ccccc1N(CC(=O)N1CCCC1)S(=O)(=O)c1cc([N+](=O)[O-])ccc1Cl,7,-2,-4,2.4,-5,1,0,-1,-1.2,-2
CC(=O)N1Cc2ccccc2CC1C(=O)O (centres undefined),36,-1,4,0.8,2,-5,-5,1,-1.1,-11
O=C(CNC(=O)c1ccccc1F)N/N=C\C=C\c1ccccc1,22,2,2,1.0,4,-1,29,-5,-0.9,-8
CC(C)Oc1ccc(C2CC(=O)N(Nc3ccc([N+](=O)[O-])cc3[N+](=O)[O-])C2=O)cc1 (centres undefined),20,1,5,26,7,6,nt,17,1.2,-5
O=C1CCCN1CCCNc1ncccc1[N+](=O)[O-],26,-1,-3,0.1,8,0,-4,-10,-0.3,-13
O=C(Cc1ccccc1)NCC(=O)N/N=C/c1ccc(C(=O)O)cc1,8,1,-6,0.6,3,-4,-3,1,-0.3,0
Cc1ccc(S(=O)(=O)N2CCN(S(C)(=O)=O)C2)cc1,18,-2,-2,-3.9,14,6,-1,10,-0.5,4
CCOC(=O)CNC(=O)c1cnn2cccnc12,13,-1,14,1.0,-12,-3,0,-13,0.6,-3
Cc1cccc(C)c1NC(=O)Nc1ccc(S(N)(=O)=O)cc1,4,-2,7,-0.1,-2,-3,nt,3,-5.6,-7
COc1ccc(NS(=O)(=O)c2ccc(C)c(C(=O)NCCCN3CCCC3=O)c2)cc1,21,0,1,0.4,2,3,8,-7,-0.3,-11
O=C(Cn1nnc(-c2cccc(C(F)(F)F)c2)n1)N1CCCCCC1,-8,-2,5,-0.2,5,4,2,0,0.3,-5
O=S(=O)(/N=C(/c1ccc(F)cc1)N1CCCCC1)c1ccc(Cl)cc1,-3,-3,-5,0.5,-3,-1,3,3,0.4,-6
C=CCNC(=O)[C@H]1N2C(=O)c3ccccc3C2SC1(C)C (some centres undefined),-2,-3,-1,0.9,nt,3,29,-10,-0.9,-2
COc1ccc(N=C2SC(C(=O)N3CCN(c4ccccc4)CC3)CC(=O)N2C)cc1 (centres undefined),-7,4,0,-0.5,15,-3,nt,-1,-1.4,-2
CCOC(=O)c1ccc(NC(=O)CSc2nnc(CC)o2)cc1,15,-1,3,-1.3,7,-3,-2,-5,-1.8,-3
N#Cc1ccc(OCC(O)CN2CCN(CC(O)COc3ccc(C#N)cc3)CC2)cc1 (centres undefined),nt,1,-4,1.0,-4,-1,-1,-5,-1.9,-2
COc1ccc(-c2coc(CCC(=O)N3CCN(c4cc(C)ccc4C)CC3)n2)cc1,24,-6,-3,-1.4,-4,-1,-3,-15,-0.7,-7
CCC(C)[C@H](NS(=O)(=O)c1ccc(C)cc1)C(=O)N1CCC(C(=O)N[C@H](C(=O)O)c2ccccc2)CC1 (some centres undefined),6,-1,-3,1.1,-7,-3,5,-1,0.6,-7
COc1cccc(-c2c(C(=O)N/N=C(\C)c3ccco3)nnn2-c2nonc2N)c1,-26,-1,-10,-0.2,8,1,-4,0,-3.3,-3
CCOC(=O)/C=C/C(=O)Nc1cccc([N+](=O)[O-])c1,22,0,-8,-1.1,108*,1,-1,-15,-2.0,15
Cc1ccc(-c2csc3nnc(SCC(=O)NCc4ccc5c(c4)OCO5)n23)cc1,7,-1,-3,0.3,1,-1,nt,-6,-1.3,-5
O=C(CN1CCN(c2ccccc2F)CC1)Nc1ccccc1F,8,-14,1,-2.6,-4,-4,3,-8,nt,2
O=[N+]([O-])c1ccc2nc(-c3ccccc3)oc2c1,-4,-11,4,0.3,-5,-3,nt,1,0.5,-5
CC(=O)N1CCCC(C(=O)c2ccc(Oc3ccccc3)cc2)C1 (centres undefined),12,-1,6,0.2,-3,-5,nt,0,-1.7,2
O=C(CSC1=NS(=O)(=O)c2ccccc2N1)c1ccccc1,19,0,-2,2.1,-3,0,-5,-3,-2.1,-2
COc1cccc(Cn2c(N)c(C#N)c3nc4ccccc4nc32)c1OC,-16,-3,-1,0.1,-6,-11,-5,6,-3.2,-15
O=C(c1cccc(S(=O)(=O)N2CCOCC2)c1)N(CCc1ccccc1)Cc1ccccc1,1,0,3,-1.7,7,-1,nt,-6,-0.3,-2
COc1cc2c(cc1OC)C1Cc3ccc(OC)c(OC)c3CN1CC2 (centres undefined),-31,-3,7,-0.8,0,2,-1,4,-1.2,-2
COc1ccc(/C=C2\SC(=S)N(CCC(=O)Nc3cccc(C(=O)O)c3)C2=O)cc1OC,33,4,-1,-14,-5,-1,-7,0,-2.4,-2
COc1ccc(S(=O)(=O)N2CCCCC2)cc1NC(=S)Nc1cccc(Cl)c1C,0,-1,-4,0.1,7,-2,nt,-1,-1.1,-13
CCOC(=O)C1(Cc2ccccc2)CCCN(Cc2ccncc2)C1 (centres undefined),-2,-2,1,0.6,-2,0,nt,-5,0.1,1
COc1cccc(N2C(=O)c3ccncc3C2=O)c1,26,-1,-5,-2.2,-1,-1,-2,13,-0.7,-4
Nc1nc(-c2ccccc2)nn1C(=O)c1ccco1,2,0,1,0.7,-6,-1,1,2,-1.7,0
CCOC(=O)C1=CN(Cc2cccc(F)c2)S(=O)(=O)N(C)C1c1cccc(OC)c1 (centres undefined),-10,-4,3,3.2,-10,-3,-7,-4,0.3,-6
CNC(=O)COC(=O)/C=C/c1nc2ccccc2s1,4,-6,3,-0.1,12,-3,nt,8,-1.3,-6
C=CCOc1ccc2cccc(/C=N/NC(=O)c3cc4cc([N+](=O)[O-])ccc4s3)c2c1,-77,-2,-6,2.3,0,0,-4,-7,0.1,-1

# 3 compounds out of the list, sorted by molar mass, low to high.
SMILES,SR-BI DiI-HDL act,DAGLB inhibitor,RTF Ca sens act,C-LANA FP,Rtt109 Vps75,Keap1 Nrf2 FP,CAL PDZ FP-1,PKA-R2B activ,CAL PDZ FP-2,Cardiac RTF inh
CCOC(=O)C1(Cc2ccccc2)CCCN(Cc2ccncc2)C1 (centres undefined),-2,-2,1,0.6,-2,0,nt,-5,0.1,1
C=CCOc1ccc2cccc(/C=N/NC(=O)c3cc4cc([N+](=O)[O-])ccc4s3)c2c1,-77,-2,-6,2.3,0,0,-4,-7,0.1,-1
COc1ccc(S(=O)(=O)N2CCCCC2)cc1NC(=S)Nc1cccc(Cl)c1C,0,-1,-4,0.1,7,-2,nt,-1,-1.1,-13
